STK33 kin inh: blocks human STK33 kinase activity; Q9BYT3; actives 0.44% (n = 27,000); ADP-Glo luminescence, MBP substrate; inhibition, % at 12.5 µM; in the data active means inhibition above about 20%; inconclusive means no clear call, values can overlap the other calls
Target sequence (Q9BYT3 whole entry, looked up): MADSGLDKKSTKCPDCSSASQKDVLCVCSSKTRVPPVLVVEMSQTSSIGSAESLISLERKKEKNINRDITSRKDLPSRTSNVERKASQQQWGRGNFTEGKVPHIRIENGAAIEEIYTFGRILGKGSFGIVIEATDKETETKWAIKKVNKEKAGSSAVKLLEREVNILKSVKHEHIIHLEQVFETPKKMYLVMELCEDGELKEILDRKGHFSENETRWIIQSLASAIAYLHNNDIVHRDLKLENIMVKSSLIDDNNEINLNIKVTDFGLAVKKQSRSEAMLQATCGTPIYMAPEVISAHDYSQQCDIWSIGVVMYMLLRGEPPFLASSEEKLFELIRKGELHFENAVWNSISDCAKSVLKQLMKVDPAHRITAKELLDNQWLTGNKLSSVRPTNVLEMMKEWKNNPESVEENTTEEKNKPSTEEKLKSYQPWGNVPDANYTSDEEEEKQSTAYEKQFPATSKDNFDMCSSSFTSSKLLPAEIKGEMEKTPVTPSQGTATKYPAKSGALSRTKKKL
p53 PUMA act: re-activators of the mutant p53 pathway. SW480 PUMA-promoter luciferase, p53 mutant reactivation. activation, % at 9.98 µM. actives 1.5% (n = 28,000). AID 624151; in the data active means activation above about 52%; inconclusive means no clear call, values can overlap the other calls
Starred values were filed as active, the others as inactive; ? = inconclusive; . = no result given. This is a subset. The share of hits here may be higher or lower than overall.

The first 12 compounds, ahead of the listing:
SMILES	STK33 kin inh	p53 PUMA act
COC(=O)c1ccc(NC(=O)CN(c2ccc(Br)c(C)c2)S(C)(=O)=O)cc1	2	7
CC(=O)NC1=NC(=O)/C(=C\c2cccs2)N1C	0	.
c1ccc(-c2nn3c(Cn4cnc5ccccc54)nnc3s2)cc1	-2	-20
CC(C)c1cccc(O)c(=O)c1	.	-45
C[C@@H]1CN([C@@H](C)CO)C(=O)c2cc(NS(C)(=O)=O)ccc2O[C@@H](C)CCCCO[C@@H]1CN(C)C	.	-1
C[C@@H]1CN([C@@H](C)CO)C(=O)c2cc(NC(=O)C3CCCCC3)ccc2O[C@@H]1CN(C)Cc1ccc(Cl)c(Cl)c1	-2	.
COc1ccc(-c2nnn(CC(=O)Nc3ccc(OC)cc3OC)n2)cc1	5	-19
C[C@H]1CCCCO[C@H](CN(C)C(=O)Nc2ccc(F)cc2)[C@@H](C)CN([C@@H](C)CO)C(=O)c2cc(NS(=O)(=O)c3ccccc3)ccc2O1	.	-7
C[C@@H]1CN([C@H](C)CO)C(=O)c2cc(/C=C/c3ccccc3)cnc2O[C@@H]1CN(C)C(=O)c1cnccn1	.	3
C[C@@H]1CN([C@@H](C)CO)C(=O)CCCn2cc(nn2)CO[C@H]1CN(C)Cc1ccccc1C(F)(F)F	-2	.
Cc1ccc(NC(=O)C2CC(Cl)=CCC2C(=O)O)c(Br)c1 (stereo not drawn)	-3	6
O=C(O)c1cc(=O)[nH]c2c(Cl)cccc12	0	.

Main list, from the first entry:
SMILES	STK33 kin inh	p53 PUMA act
COC(=O)c1ccc(NC(=O)CN(c2ccc(Br)c(C)c2)S(C)(=O)=O)cc1	2	7
CC(=O)NC1=NC(=O)/C(=C\c2cccs2)N1C	0	.
c1ccc(-c2nn3c(Cn4cnc5ccccc54)nnc3s2)cc1	-2	-20
CC(C)c1cccc(O)c(=O)c1	.	-45
C[C@@H]1CN([C@@H](C)CO)C(=O)c2cc(NS(C)(=O)=O)ccc2O[C@@H](C)CCCCO[C@@H]1CN(C)C	.	-1
C[C@@H]1CN([C@@H](C)CO)C(=O)c2cc(NC(=O)C3CCCCC3)ccc2O[C@@H]1CN(C)Cc1ccc(Cl)c(Cl)c1	-2	.
COc1ccc(-c2nnn(CC(=O)Nc3ccc(OC)cc3OC)n2)cc1	5	-19
C[C@H]1CCCCO[C@H](CN(C)C(=O)Nc2ccc(F)cc2)[C@@H](C)CN([C@@H](C)CO)C(=O)c2cc(NS(=O)(=O)c3ccccc3)ccc2O1	.	-7
C[C@@H]1CN([C@H](C)CO)C(=O)c2cc(/C=C/c3ccccc3)cnc2O[C@@H]1CN(C)C(=O)c1cnccn1	.	3
C[C@@H]1CN([C@@H](C)CO)C(=O)CCCn2cc(nn2)CO[C@H]1CN(C)Cc1ccccc1C(F)(F)F	-2	.
Cc1ccc(NC(=O)C2CC(Cl)=CCC2C(=O)O)c(Br)c1 (stereo not drawn)	-3	6
O=C(O)c1cc(=O)[nH]c2c(Cl)cccc12	0	.
COc1ccc(-c2cnc3c(c2)C(=O)N([C@@H](C)CO)C[C@@H](C)[C@H](CN(C)Cc2ccccn2)O3)cc1	.	-2
O=C(COc1ccc([N+](=O)[O-])cc1)Nc1ccccc1N1CCN(C(=O)c2ccc(Cl)cc2)CC1	-2	-4
C=C(C(=O)/C=C/C(C)(C)O)C1CC2O[C@]2(C)C(=O)[C@H]1OC(=O)CC(C)C (stereo partly drawn)	4	-88
COc1c(S(=O)(=O)N2CCCN(S(=O)(=O)c3ccc(Cl)c(Cl)c3OC)CC2)ccc(Cl)c1Cl	3	-1
C[C@H]1CN([C@@H](C)CO)C(=O)CCCn2nncc2CO[C@@H]1CN(C)C(=O)c1ccc2ccn(C)c2c1	3	3
CCCN(C)C[C@@H]1Oc2ncc(C#Cc3ccc(OC)cc3)cc2C(=O)N([C@@H](C)CO)C[C@@H]1C	.	-3
Cc1ccc(C)c(NC(=O)CSc2nnc(-c3ccncc3)n2-c2ccc(F)cc2)c1	-2	-19
COc1ccc(CN(C)C[C@H]2Oc3ccc(NS(=O)(=O)c4cccs4)cc3C(=O)N([C@H](C)CO)C[C@@H]2C)cc1	1	.
NC(=O)CSc1nc2sc3c(c2c(=O)n1Cc1ccccc1)CCCC3	0	17
Cc1ccc(S(=O)(=O)Nc2ccc3c(c2)CC(=O)N([C@@H](C)CO)C[C@H](C)[C@H](CN(C)S(=O)(=O)c2cn(C)cn2)O3)cc1	1	.
C[C@@H]1CN([C@@H](C)CO)C(=O)c2cccc(NS(C)(=O)=O)c2O[C@H]1CN(C)S(=O)(=O)c1ccc(Cl)cc1	.	-6
N#Cc1c(NC(=O)c2cc3nc(-c4ccco4)cc(C(F)(F)F)n3n2)sc2c1CCC2	1	13
CNC[C@@H]1OCCCC[C@@H](C)Oc2ccc(NC(=O)Cc3ccccc3)cc2C(=O)N([C@H](C)CO)C[C@@H]1C	-3	.
Later entries.
SMILES	STK33 kin inh	p53 PUMA act
CCCC#Cc1ccc2c(c1)O[C@@H](CN(C)S(=O)(=O)c1cccc(F)c1)[C@H](C)CN([C@H](C)CO)S2(=O)=O	.	-15
COCCCNC(=O)C(=O)c1cn(C)c2ccccc12	5	30
Cc1ccc(S(=O)(=O)N(C)C[C@H]2Oc3ccc(NC(=O)Nc4ccc5c(c4)OCO5)cc3C(=O)N([C@H](C)CO)C[C@H]2C)cc1	3	.
CC(C)NC(=O)N(C)C[C@@H]1Oc2ccc(NC(=O)Nc3ccc4c(c3)OCO4)cc2C(=O)N([C@H](C)CO)C[C@H]1C	0	.
CC(C)NC(=O)N(C)C[C@@H]1OCCCC[C@H](C)Oc2ccc(NC(=O)Nc3ccccc3)cc2C(=O)N([C@@H](C)CO)C[C@H]1C	.	9
O=C(Cn1c2ccccc2n2nc(-c3ccccc3)nc12)c1cccs1	5	-2
CC(C)NC(=O)N(C)C[C@@H]1OCCCC[C@H](C)Oc2ccc(N(C)C)cc2C(=O)N([C@H](C)CO)C[C@H]1C	.	-3
Cc1ccc(NC(=O)CSc2nc(-c3ccccc3)c(-c3ccccc3)[nH]2)c(C)c1	3	-9
CC1=CC(O)C2/C=C/CCC3OC3(C)C(O)CC(=O)C23C(=O)NC(CC(C)C)C13 (stereo not drawn)	3	6
Cc1cc(C)cc(NC(=O)CSc2nnc(-c3ccncc3)n2C)c1	-5	-10
CN(CC(N)=O)S(=O)(=O)c1ccc(F)cc1	-4	-6
CCSc1n[nH]c(-c2c(Cl)c(CC)nn2C)n1	.	24
CC(C)NC(=O)Nc1ccc2c(c1)C(=O)N([C@H](C)CO)C[C@@H](C)[C@H](CN(C)Cc1ccc(C(=O)O)cc1)OCCCC[C@@H](C)O2	.	1
C[C@@H]1CN([C@@H](C)CO)C(=O)Cc2cc(NC(=O)Nc3ccc(F)cc3)ccc2O[C@@H]1CN(C)S(=O)(=O)c1ccccc1	1	.
CN1C(=O)c2ccc(NC(=O)Cn3c(=O)oc4ccccc43)cc2C1=O	-1	-7
CNC[C@H]1OCCCC[C@@H](C)Oc2ccc(NC(=O)C3CCCCC3)cc2C(=O)N([C@@H](C)CO)C[C@H]1C	.	-3
C[C@H]1CN([C@@H](C)CO)C(=O)CCCn2cc(nn2)CO[C@H]1CN(C)Cc1ccc2c(c1)OCCO2	3	.
CC(C)NC(=O)Nc1ccc2c(c1)C(=O)N([C@@H](C)CO)C[C@H](C)[C@H](CN(C)S(=O)(=O)c1ccc(F)cc1)OCCCC[C@@H](C)O2	.	9
C[C@@H]1CN([C@@H](C)CO)C(=O)c2cc(C#CC3CCCCC3)cnc2O[C@@H]1CN(C)C(=O)Cc1ccccn1	.	-1
Cc1nc(SCC(=O)Nc2ccc(Cl)cc2)c2ccsc2n1	2	8
C[C@@H]1CN([C@H](C)CO)S(=O)(=O)c2ccc(-c3ccccc3)cc2O[C@@H]1CN(C)Cc1cccnc1	.	-10
C[C@@H]1CN([C@H](C)CO)C(=O)c2cc(NC(=O)CCCN(C)C)ccc2O[C@H]1CN(C)C(=O)Nc1cccc2ccccc12	.	2
CC(Oc1ccc(F)cc1)C(=O)Nc1sc2c(c1C(N)=O)CCCC2 (stereo not drawn)	5	35
Cc1noc(C)c1NC(=O)Nc1ccc2c(c1)C(=O)N([C@H](C)CO)C[C@@H](C)[C@@H](CN(C)Cc1ccncc1)O2	.	3
COc1ccc(S(=O)(=O)N(C)CC(=O)Nc2ccccc2SC)cc1C	-6	-2
(list continues)
SMILES	STK33 kin inh	p53 PUMA act
O=C(OCc1ccc2nonc2c1)c1cc(-c2ccccc2)nc2ccccc12	1	-4
Cc1ccccc1OCC(=O)Nc1ccc(O)cc1C(=O)O	-2	-4
CC(=O)NCCOc1nc(N2CCCCC2)nc(N2CCOCC2)n1	-1	4
CC(C)NC(=O)N(C)C[C@H]1Oc2ccc(NC(=O)NC3CCCCC3)cc2CC(=O)N([C@@H](C)CO)C[C@@H]1C	-4	.
COCC(=O)N(C)C[C@H]1Oc2cc(-c3ccc(OC)cc3)ccc2S(=O)(=O)N([C@@H](C)CO)C[C@@H]1C	.	-2
COc1ccc(CN(C)C[C@H]2Oc3c(NC(=O)Nc4ccc(OC)cc4)cccc3C(=O)N([C@@H](C)CO)C[C@@H]2C)cc1	.	2
CCOC(=O)c1c(NC(=O)c2nn(CC)cc2Br)c(C#N)nn1-c1ccccc1	?	-8
COc1ccc(OC)c(NC(=O)CNC(=O)c2ccc(Cl)cc2)c1	1	16
C[C@@H]1CN([C@@H](C)CO)C(=O)c2cc(NS(C)(=O)=O)ccc2O[C@@H]1CN(C)CC1CCCCC1	-1	.
CCOC(=O)c1c(NC(=O)CN2C(=O)c3cccc4cccc(c34)C2=O)sc2c1CCC2	8	-4
Cc1csc2sc(C(=O)c3ccc(Cl)cc3)c(C)c12	0	.
Cc1ccc(S(=O)(=O)N2C(=O)CCC2C(=O)Nc2cccc(Br)c2)cc1 (stereo not drawn)	-2	0
C[C@@H]1CCCCO[C@H](CN(C)Cc2ccccc2)[C@@H](C)CN([C@H](C)CO)C(=O)c2cc(NC(=O)Nc3ccccc3)ccc2O1	2	.
C[C@@H]1CCCCO[C@@H](CN(C)S(=O)(=O)c2ccccc2)[C@@H](C)CN([C@H](C)CO)C(=O)c2cc(NS(=O)(=O)c3ccccc3)ccc2O1	7	.
C[C@@H]1CN([C@H](C)CO)C(=O)c2c(c3ccccc3n2C)-c2ccccc2CO[C@@H]1CN(C)Cc1cccc(C(=O)O)c1	.	-6
CCCCC1C(=O)N(c2ccccc2)N(c2ccc(O)cc2)C1=O (stereo not drawn)	-3	6
O=C1O[C@@H](c2ccccc2)[C@@H](c2ccccc2)N2[C@@H](c3ccc(OCCO)cc3)[C@]3(C(=O)Nc4ccccc43)[C@@H](C(=O)O)[C@H]12	3	.
Cc1ccc(NC(=O)CSc2nc(N)c(-c3ccccc3)c(=O)[nH]2)cc1Cl	1	10
COc1ccc(NC(=O)COc2ccc([N+](=O)[O-])cc2)cc1OC	3	-9
CC(C)NC(=O)Nc1cccc2c1O[C@H](CN(C)Cc1ccc(Oc3ccccc3)cc1)[C@H](C)CN([C@H](C)CO)C2=O	.	-5
CCCc1nnc(NC(=O)c2nc(SC)ncc2Cl)s1	1	10
O=c1[nH]c2ccc(S(=O)(=O)NCc3ccco3)cc2[nH]1	2	6
Cc1cc2nc(SCC(=O)c3ccc(O)cc3)[nH]c2cc1C	3	20
Cc1ccc(NS(=O)(=O)c2ccc(NS(=O)(=O)c3ccc4c(c3)OCCO4)cc2)c(C)c1	1	9
COc1ccc(OC)c(NC(=O)CSc2nc3sc4c(c3c(=O)n2-c2ccccc2)CCCC4)c1	8	8
(further entries)
SMILES	STK33 kin inh	p53 PUMA act
CCNC(=O)c1c(NC(=O)c2ccccc2[N+](=O)[O-])sc2c1CCCC2	-3	-3
CCN(C(=O)c1cccc(C(=O)N(CC)c2ccccc2)c1)c1ccccc1	-1	.
C[C@H](CO)N1C[C@H](C)[C@@H](CN(C)C(=O)CCC(F)(F)F)OCCCC[C@H](C)Oc2ccc(N(C)C)cc2C1=O	.	7
C[C@H](CO)N1C[C@H](C)[C@H](CN(C)C(=O)[C@H]2CCCN2C)OCc2ccccc2-c2ccccc2C1=O	.	3
CCn1c(SCC(=O)Nc2cc(Cl)c(Cl)cc2Cl)nnc1-c1ccccc1Cl	1	-4
C[C@@H]1CCCCO[C@H](CN(C)C(=O)C2CCCCC2)[C@H](C)CN([C@@H](C)CO)C(=O)c2cc(NS(=O)(=O)c3cccs3)ccc2O1	.	-14
Cc1cc(C)cc(-c2nc3cc(NC(=O)COc4ccccc4[N+](=O)[O-])ccc3o2)c1	6	9
C[C@H]1CN([C@@H](C)CO)C(=O)c2cc(NC(=O)Nc3cccc4ccccc34)ccc2O[C@@H]1CN(C)C(=O)Nc1ccc2c(c1)OCO2	.	5
O=C(Cn1c(=O)oc2ccccc21)Nc1ccc(S(=O)(=O)N2CCOCC2)cc1	0	15
CCC(=O)N(C)C[C@H]1Oc2cc(C#CC3(O)CCCC3)ccc2S(=O)(=O)N([C@H](C)CO)C[C@@H]1C	.	8
Cc1noc(C)c1NC(=O)Nc1cccc2c1O[C@H](CN(C)CC1CCCCC1)[C@@H](C)CN([C@@H](C)CO)C2=O	.	1
C[C@@H]1CCCCO[C@@H](CN(C)Cc2ccc(C(=O)O)cc2)[C@@H](C)CN([C@H](C)CO)C(=O)c2cc(NC(=O)Nc3ccc4c(c3)OCO4)ccc2O1	-3	.
COc1ccc(NC(=O)COc2ccc(C(C)C)cc2Br)c([N+](=O)[O-])c1	1	27
Cn1c(Cn2cc(C(F)(F)F)ccc2=O)n[nH]c1=S	-1	.
COC(=O)c1cc(OC)c(OC)cc1NC(=O)C(C)Oc1ccccc1C (stereo not drawn)	-4	-1

Assay outcomes (PubChem)
